CHRM1 agonist: human M1 muscarinic receptor agonists, primary screen, Fluo-8 calcium fluorescence, CHO-K1 cells, HTS | Muscarinic acetylcholine receptor M1 (Homo sapiens), P11229 | CHO-K1 hM1, agonist mode; 0% DMSO, 100% acetylcholine EC100 | activation, % at 3 µM | hit rate 0.33% among 360,000 | AID 588814, 2011;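 active means activation above the run's mean compound activation plus 3 SD, cut at about 16% in these data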;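 further: peak over basal fluorescence ratio within a 140 s kinetic read after compound addition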
Target sequence (P11229 whole entry, looked up): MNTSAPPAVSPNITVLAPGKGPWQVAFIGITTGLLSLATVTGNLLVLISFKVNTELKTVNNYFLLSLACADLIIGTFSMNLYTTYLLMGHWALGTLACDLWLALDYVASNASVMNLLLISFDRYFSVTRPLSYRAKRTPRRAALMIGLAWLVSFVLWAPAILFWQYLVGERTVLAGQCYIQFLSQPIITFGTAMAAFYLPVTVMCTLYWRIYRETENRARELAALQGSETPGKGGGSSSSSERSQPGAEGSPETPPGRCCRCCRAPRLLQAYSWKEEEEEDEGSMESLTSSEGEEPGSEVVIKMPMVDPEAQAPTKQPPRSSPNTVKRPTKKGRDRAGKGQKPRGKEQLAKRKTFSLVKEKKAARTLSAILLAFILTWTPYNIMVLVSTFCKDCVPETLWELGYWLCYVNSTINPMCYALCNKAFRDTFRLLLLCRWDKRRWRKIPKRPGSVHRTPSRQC
CHRM1 PAM: human M1 muscarinic receptor positive allosteric modulators, primary screen, CHO-K1 cells, Fluo-8 calcium fluorescence, 1536-well. CHO-K1 hM1, ACh EC20; 0% = ACh EC20, 100% = maximal ACh. activation, % at 3 µM. hit rate 0.088% among 360,000. AID 588819, 2011; in the data active means activation above about 19%, passing the limit was not always enough
M1 PAM parental: nonselective calcium activators in parental CHO-K1 cells, primary screen, counter-screen for M1 PAM project, cell-based, Fluo-8 calcium fluorescence, full deck, 1536-well; ATP EC20; 0% at ATP EC20, 100% at ATP max; activation, % at 3 µM; hit rate 0.02% among 360,000;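 active means activation above the run cutoff, the mean activation of all test compounds plus 3 SD, cut at about 40% in these data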;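 further: peak over basal fluorescence ratio in a 140 s read after ATP addition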
TAAR1 antag: human TAAR1 antagonists, primary screen, Fluo-8 calcium fluorescence, CHO RD-HGA16 cells; hit rate 1.5% among 360,000; Trace amine-associated receptor 1 (Homo sapiens), Q96RJ0; inhibition, % at 3 µM; AID 624466, 2012; antagonist;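 active means inhibition above a per-plate cutoff, the mean inhibition of test compounds on that plate plus 3 SD, cut at about 49% in these data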;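 further: 0% = DMSO plus EC80 beta-PEA response and 100% = DMSO alone without agonist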
Target sequence (Q96RJ0 whole entry, looked up): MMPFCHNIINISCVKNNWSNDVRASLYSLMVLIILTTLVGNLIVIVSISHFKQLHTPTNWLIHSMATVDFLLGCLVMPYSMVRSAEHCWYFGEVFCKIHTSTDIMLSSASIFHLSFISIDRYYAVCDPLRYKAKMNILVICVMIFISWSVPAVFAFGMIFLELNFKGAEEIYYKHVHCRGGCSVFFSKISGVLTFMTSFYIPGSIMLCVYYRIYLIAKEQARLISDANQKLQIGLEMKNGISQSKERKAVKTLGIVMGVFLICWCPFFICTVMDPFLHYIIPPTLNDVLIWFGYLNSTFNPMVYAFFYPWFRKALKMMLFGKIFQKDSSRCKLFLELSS
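System: CHO RD-HGA16 cells bearing hTAAR1. Reagent: EC80 β-phenethylamine stimulus. Schedule: seeding 17-24 h prior, 75-min 37 °C, 30-min RT dye loading. Signal: Fluo-8 intracellular calcium dye fluorescence, real-time kinetic reads. Read-out: % inhibition from peak post-agonist over basal fluorescence ratio. Benchmarks: vehicle wells and EC80 agonist wells. Replicates: n of 1.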
CHO-K1 Ca antag: nonselective inhibitor or artifact in parental CHO-K1 cells; ATP-induced calcium, Fluo-8 fluorescence; inhibition, % at 3 µM; hit rate 0.6% among 360,000;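 active means inhibition above a per-plate cutoff, the plate's mean sample inhibition plus 3 SD, cut at about 24% in these data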;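 further: 0% = DMSO plus EC80 ATP and 100% = DMSO alone without ATP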
CHRM1 antagonist: human M1 muscarinic receptor antagonists, primary screen, CHO-K1 cells, Fluo-8 calcium fluorescence, 1536-well | Muscarinic acetylcholine receptor M1 (Homo sapiens), P11229 | CHO-K1 hM1, ACh EC80 antagonist | inhibition, % at 3 µM | hit rate 1.3% among 360,000;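 active means percent inhibition above its own plate's cutoff, namely the mean of that plate's compound wells plus 3 SD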;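 further: peak over basal fluorescence ratio during 140 s after agonist addition; 0% = ACh EC80 plus DMSO and 100% = DMSO alone without agonist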
CHO parental Ca: ATP-evoked calcium signal inhibitors, parental CHO, primary screen, counter-screen for OX1R antagonist project, cell-based, fluorescence, Fluo-8 calcium dye | parental CHO-K1, ATP-induced calcium, Fluo-8 fluorescence | inhibition, % at 5.6 µM | hit rate 0.63% among 330,000;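 active means inhibition above that plate's mean sample inhibition plus 3 SD, cut at about 26% in these data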;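 further: 0% = ATP-challenged DMSO wells and 100% = DMSO wells without ATP; some compounds past the cut are filed as inactive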
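material = parental CHO cells | also added = ATP as calcium-mobilizing challenge | dosing = single point at 5.6 µM | detection = intracellular calcium via Fluo-8 no-wash fluorescent dye | read-out = % inhibition | benchmarks = low control ATP plus DMSO, high control DMSO only | repeats = one well per compound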
TAAR1 agonist: human TAAR1 agonists, primary screen, Fluo-8 calcium fluorescence, CHO RD-HGA16 cells. AID 624467, 2012. hit rate 0.99% among 360,000. Trace amine-associated receptor 1 (Homo sapiens), Q96RJ0. activation, % at 3 µM. vehicle wells 0%, saturating PEA agonist 100%;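 active means activation above the mean activation of all test compounds in the run plus 3 SD, cut at about 38% in these data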
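System: CHO-derived RD-HGA16 cells with stable Gα16 and human TAAR1. Times: 17-24 h plating, Fluo-8 75 min 37 °C, 30 min RT. Measured by: calcium-sensitive Fluo-8 signal, excitation 470-495, emission 515-575 nm. Read-out basis: % activation relative to PEA EC100 response. Control set: DMSO and PEA EC100. Repeats: no replicates (n 1).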
CHO-K1 Ca ag: counter-screen for M1 agonists: effect in parental CHO-K1 cells | Fluo-8 calcium fluorescence; scaled to maximal ATP response, vehicle zero | activation, % at 3 µM | hit rate 0.48% among 360,000 | AID 602248, 2012; in the data active means activation above about 15%;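 further: untransfected CHO-K1 host cells lacking M1 receptor as counterscreen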
The depositor's hits bear a star; . = not tested or not shown.

SMILES	CHRM1 agonist	M1 PAM parental	TAAR1 agonist	CHRM1 PAM	CHO-K1 Ca ag	CHRM1 antagonist	CHO-K1 Ca antag	TAAR1 antag	CHO parental Ca
Cc1noc(C)c1COC(=O)C(c1ccccc1)c1ccccc1	-15.2	4.7	8.7	3.8	-0.2	-7.4	-17.4	-2.2	-7.7
COc1ccc(C(=O)Nc2nc3ccccc3[nH]2)cc1S(=O)(=O)N1CCCC1	-2.7	8.8	12.2	-0.1	2.7	4.9	1.8	15.3	-11.8
COc1ccc(CNC(=O)Cn2ccc(NC(=O)OCc3ccccc3)nc2=O)cc1	-4.3	-2.8	4.6	5.9	-0.2	-2.7	7.5	4.1	-3.7
Cc1c(NC(=S)NC(=O)Cc2ccccc2)cccc1C(=O)O	-3.5	10.0	8.8	6.9	0.2	-11.8	-3.5	11.9	1.6
O=C(COc1ccc(Cl)cc1[N+](=O)[O-])N1CCCCCC1	-6.2	3.2	4.5	0.8	1.2	-0.1	-8.3	15.8	-9.0
CCSc1nnc(NC(=O)c2ccc3c(c2)OCO3)s1	1.0	19.7	3.6	11.1	0.8	-7.2	-19.3	1.6	-4.1
O=C(CC1CC2CCC1C2)NC1CCCCCCC1 (stereo not given)	-7.0	11.5	3.3	1.6	-0.3	-5.5	-10.9	-1.9	-15.2
COc1cccc(/C(O)=C2/C(=O)C(=O)N(CCCN3CCOCC3)C2c2ccncc2)c1 (stereo not given)	-3.3	12.6	7.5	6.2	0.2	-0.5	-7.1	1.7	-5.9
Cn1nc(C(=O)Nc2cccc(S(=O)(=O)N3CCCCC3)c2)c2ccccc2c1=O	-5.1	4.8	5.7	-8.1	4.7	10.9	-6.8	24.4	.
N#CCC(=O)Nc1ccc(C(=O)Nc2cccnc2)cc1	-2.4	10.8	0.7	8.4	0.7	-30.8	-15.5	-12.7	-2.3
CC(C)N(Cc1ccccc1)C(=O)CN1C(=O)NC2(CCCC2)C1=O	-2.6	20.3	1.6	8.7	1.2	-12.7	-17.0	0.1	-10.8
CCCNC(=O)C1(C)CCCN(C(=O)c2ccc3snnc3c2)C1 (stereo not given)	-3.7	5.1	0.2	1.4	0.3	1.4	-10.3	-14.3	.
Cc1onc(-c2ccccc2)c1C(=O)NC1CCCCC1C (stereo not given)	-6.6	12.2	-0.9	11.7	0.1	-20.4	1.0	-13.2	.
CN(C)c1nc(C(=O)O)nc(N2CCOCC2)n1	-2.7	2.1	2.6	8.1	0.3	-13.3	-1.0	-15.2	12.6
CN1CCN(C(=O)CCN2C(=O)/C(=C/c3ccccc3Cl)SC2=S)CC1	-9.1	17.2	7.6	10.4	2.4	-4.5	-5.7	-8.5	-18.1
O=C(c1ccoc1)N1CCN(c2cc(-c3cccc(F)c3)nc3cc(-c4cccc(Cl)c4)nn23)CC1	4.2	-8.5	6.5	13.1	-0.1	-7.3	-5.6	-7.5	.
O=C(Cc1ccccc1)NCC1OCCc2ccccc21 (stereo not given)	-1.5	-22.0	14.1	-5.4	-0.2	19.1	20.0	14.4	-2.2
CCCC(=O)Oc1ccc2c(C)cc(=O)oc2c1	-8.1	19.6	6.5	7.6	9.2	2.8	0.4	10.8	-8.0
CCCC(C)NC(=O)CSc1nc2ccc(C)cc2[nH]1 (stereo not given)	-2.4	-13.5	4.3	6.8	7.3	-8.9	19.1	-5.4	-11.2
Cc1csc(NC(=O)c2ccccc2C(=O)O)n1	-0.7	9.3	5.1	3.8	0.6	-1.6	3.4	-4.6	-0.6
CC/C(=N/NC(=O)c1ccccc1O)c1c(C)[nH]n(-c2ccccc2)c1=O	1.1	-16.1	0.1	9.0	0.6	-1.1	6.5	8.7	-12.7
COc1ccc(-n2nnc3c(=O)n(CC(=O)Nc4ccc5c(c4)OCCO5)cnc32)cc1OC	-1.2	-4.9	3.0	-3.1	0.4	5.7	10.1	-15.8	3.9
CCCN1CCC(C)(C(=O)Nc2cccc(OC(C)C)c2)C1 (stereo not given)	-7.3	13.8	-0.2	8.6	0.7	-13.8	1.4	-32.7	.
Cn1c(=O)c2[nH]c(CNc3ccc(C(=O)O)cc3)nc2n(C)c1=O	-3.6	13.9	0.6	-0.4	0.6	-2.7	2.8	-9.4	5.9
Cc1csc2nc(O)c(C(=O)NC3CCCCCC3)c(=O)n12	-0.7	7.0	2.6	8.3	1.3	-10.8	-4.9	-7.8	-19.6

By substructure: the entries above with two or more sulfur atoms
SMILES	CHRM1 agonist	M1 PAM parental	TAAR1 agonist	CHRM1 PAM	CHO-K1 Ca ag	CHRM1 antagonist	CHO-K1 Ca antag	TAAR1 antag	CHO parental Ca
CCSc1nnc(NC(=O)c2ccc3c(c2)OCO3)s1	1.0	19.7	3.6	11.1	0.8	-7.2	-19.3	1.6	-4.1
CN1CCN(C(=O)CCN2C(=O)/C(=C/c3ccccc3Cl)SC2=S)CC1	-9.1	17.2	7.6	10.4	2.4	-4.5	-5.7	-8.5	-18.1

New compounds follow.
SMILES	CHRM1 agonist	M1 PAM parental	TAAR1 agonist	CHRM1 PAM	CHO-K1 Ca ag	CHRM1 antagonist	CHO-K1 Ca antag	TAAR1 antag	CHO parental Ca
COc1ccc(OC)c(N/C(=N/C(=S)Nc2ccccc2)Nc2nc(C)cc(C)n2)c1	-3.7	-5.1	1.5	1.0	0.4	1.9	-8.6	13.6	-30.6
O=C(c1ccccc1Cl)N1CCN(C(=O)C2CCCO2)CC1 (stereo not given)	-2.3	-9.6	1.0	11.2	0.2	-4.2	3.8	0.1	.
CC(=O)NC(C)C(c1cccs1)N1CCN(c2ccccc2)CC1 (stereo not given)	-1.0	7.2	9.9	9.3	-0.1	-5.4	-14.5	4.8	-12.8
CCCCOc1ccc(/C(O)=C2/C(=O)C(=O)N(Cc3cccnc3)C2c2ccncc2)c(C)c1 (stereo not given)	-1.4	13.3	2.7	5.2	0.3	-8.5	-13.1	-0.7	-15.2
C=CCCc1ccc(C#N)c(SCc2c(C(=O)OCC)c3cc(OC(C)=O)c(Br)cc3n2C)n1	-3.0	3.8	.	-1.5	-0.1	-0.5	1.3	.	-9.2
O=C(COc1ccc(Cl)cc1[N+](=O)[O-])N1CCCCC1	-4.1	14.9	-0.9	-2.8	4.7	8.4	-12.8	0.7	-6.2
COCCNC(=O)c1c[nH]c2ccc(OC)cc2c1=O	-1.4	-6.1	0.0	4.6	0.1	-1.4	-7.0	2.9	-10.5
COc1ccc(CC(=O)Nc2ccc(S(=O)(=O)Nc3cc(C)nc(C)n3)cc2)cc1OC	-2.5	6.3	1.0	6.9	1.1	-13.3	-10.9	-18.9	.
S=C1NCN(C2CCCCC2)CN1Cc1ccccc1	1.0	13.2	-0.7	11.0	1.3	-9.0	-4.1	-4.2	5.6
CSc1ccccc1NC(=O)CSc1nnc(Cc2ccccc2)o1	-3.6	-3.0	-0.1	1.6	0.3	0.5	3.5	-7.3	-20.5
COC(=O)C1CCN(C(=O)COC(=O)CSc2ccc(C(N)=O)cc2[N+](=O)[O-])CC1	-0.8	7.2	0.8	5.1	0.4	-16.7	-5.5	-11.7	-1.5
CCCc1nn2c(=O)c(C(c3ccc(C)cc3)c3c(O)nc4sc(CCC)nn4c3=O)c(O)nc2s1	-3.0	23.2	8.3	-5.4	0.4	8.2	-14.1	9.4	3.3
Cc1ccc(N2CC(C(=O)OCc3ccccc3F)CC2=O)cc1 (stereo not given)	-2.0	12.5	3.0	5.5	-0.5	-9.1	-6.1	-4.2	-11.7
C/C(=N\Nc1nc(N2CCCCC2)nc(N2CCOCC2)n1)c1cccs1	-9.9	17.3	-0.7	14.2	0.3	-8.5	-6.9	-7.5	-6.3
CCN(CC)C(=O)CSc1nc2cc3c(cc2c(=O)n1Cc1ccco1)OCO3	-4.9	-6.8	-0.6	2.5	-0.2	-4.2	2.0	-7.4	2.0
Cc1cc(/C=C2\SC(=O)NC2=O)c(C)n1-c1ccc(N(C)C)cc1	-1.6	22.8	-3.0	6.4	0.2	-19.8	-9.5	17.2	-6.8
N#CC1(Nc2ccc(C(=O)O)cc2)CCCC1	1.1	12.3	0.8	6.1	0.5	-8.4	-13.1	-23.7	.
Cc1cccc(C(=O)N(c2ccccn2)C(C)c2ccco2)c1 (stereo not given)	-5.9	20.2	1.7	8.8	1.2	-8.4	-7.8	-2.9	-21.7
O=C(c1ccc([N+](=O)[O-])cc1)N(Cc1ccc(Br)cc1)N1C(=O)CCCC1=O	-9.2	-10.6	1.6	-1.0	1.0	-3.8	-5.5	1.8	-3.3
COc1ccc(CCNC(=O)Nc2nc(C(N)CCc3ccccc3)cs2)cc1OC (stereo not given)	-6.3	0.9	12.2	4.3	0.2	-3.6	-6.3	-7.7	.
Cc1ccccc1N1C(=O)CC(Nc2ccc3c(c2)OCO3)C1=O (stereo not given)	-5.3	0.3	3.2	0.1	0.9	-3.2	7.8	10.5	-1.3
Cc1csc(NC(=O)CS(=O)(=O)c2ccccc2)n1	-0.2	4.5	5.9	9.2	1.4	-2.4	-3.4	-6.7	-0.9
